# VLA-4 inh = inhibition in a human VLA-4 binding assay | P13612 | VLA-4 expressing cells, ligand binding flow cytometry | inhibition, % (about 7 µM as worked out from the volumes in the protocol) | actives 0.2% (n = 330,000); in the data active means inhibition above about 50%
# GRK2 aptamer HTS = inhibitors of human GRK2 displacing RNA aptamer; P25098; bead flow cytometry, FAM-aptamer displacement from GRK2; inhibition of aptamer binding, % at 10 µM; actives 0.59% (n = 330,000);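 active means inhibition of aptamer binding above 40%, roughly 3 SD of noise, on plates passing a quality check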;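 further: median bead fluorescence of bound FAM aptamer so fluorescent compounds give negative values; no value below 0 was filed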
# GLD-1 RNA inh = GLD-1-TGE RNA interaction inhibition (C. elegans); actives 0.44% (n = 320,000); Q17339; AID 2280; inhibition, % at 5.96 µM; purified GLD-1 + fluorescein TGE RNA, fluorescence polarization;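 active means percent inhibition above a per-plate cutoff, the plate mean of test compounds plus 3 SD, cut at about 30% in these data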;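 further: 0% = DMSO wells with GLD-1 and probe and 100% = wells lacking GLD-1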
# Target sequence (Q17339 whole entry, looked up): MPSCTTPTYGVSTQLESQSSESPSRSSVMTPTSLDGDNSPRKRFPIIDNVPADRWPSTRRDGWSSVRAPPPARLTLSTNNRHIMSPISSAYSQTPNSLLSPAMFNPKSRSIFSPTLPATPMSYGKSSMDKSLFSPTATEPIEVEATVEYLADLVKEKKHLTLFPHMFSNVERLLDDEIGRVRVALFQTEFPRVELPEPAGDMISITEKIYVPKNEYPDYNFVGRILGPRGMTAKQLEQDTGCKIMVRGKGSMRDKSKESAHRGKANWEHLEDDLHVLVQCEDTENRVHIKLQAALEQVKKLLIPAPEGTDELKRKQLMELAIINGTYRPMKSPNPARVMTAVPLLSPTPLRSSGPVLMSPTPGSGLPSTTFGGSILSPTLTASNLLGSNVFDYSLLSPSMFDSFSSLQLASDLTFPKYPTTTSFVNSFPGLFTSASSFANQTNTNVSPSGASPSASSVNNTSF
# Fam108B inh = blocks mouse Fam108B hydrolase in RBBP9 counter-screen. recombinant Fam108B, FP-Rh probe fluorescence polarization. inhibition, % at 9.51 µM. actives 0.33% (n = 300,000). AID 1947;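 active means inhibition above the screen mean inhibition plus 3 SD, computed separately per campaign, cut at about 18% in these data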;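 further: inhibitors lower polarization as less probe binds the enzyme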
# MCL1-BIM inh = inhibitors of human MCL1 binding to BIM-BH3 peptide; Q07820; GST-MCL1 / FITC-Bim-BH3 fluorescence polarization; inhibition, % at 10.9 µM; actives 0.68% (n = 320,000); AID 2057;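 active means inhibition above the mean inhibition of all tested compounds plus 3 SD, set per campaign, cut at about 40% in these data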;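 further: 0% = DMSO wells and 100% = unlabeled Bim-BH3 peptide control; higher means more loss of mP so more displacement of Bim peptide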
# PME-1 primary = PME-1 (human) inhibition; recombinant PME-1, FP-Rh probe fluorescence polarization; inhibition, % at 5.9 µM; actives 0.53% (n = 320,000);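 active means inhibition above the campaign mean of all compounds plus 3 SD, cut at about 26% in these data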;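 further: competitive labeling of PME-1 active site by serine hydrolase directed probe; 0% = PME-1 with DMSO and 100% = wells lacking PME-1 enzyme; inhibitors block probe labeling so polarization falls and inhibition rises; many of its hits are not listed in these tables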
# Target sequence (Q9Y570 whole entry, looked up): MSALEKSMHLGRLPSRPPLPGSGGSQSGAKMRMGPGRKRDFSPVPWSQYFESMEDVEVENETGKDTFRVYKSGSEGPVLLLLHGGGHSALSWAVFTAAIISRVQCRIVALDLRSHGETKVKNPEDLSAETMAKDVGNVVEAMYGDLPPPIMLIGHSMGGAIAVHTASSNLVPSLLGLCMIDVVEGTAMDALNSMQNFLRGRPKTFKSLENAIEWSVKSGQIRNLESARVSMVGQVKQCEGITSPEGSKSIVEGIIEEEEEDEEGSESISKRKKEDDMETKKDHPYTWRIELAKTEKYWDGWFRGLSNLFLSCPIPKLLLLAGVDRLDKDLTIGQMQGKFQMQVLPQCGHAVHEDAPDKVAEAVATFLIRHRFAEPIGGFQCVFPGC
# Bcl-xL primary = blocks human Bcl-xL binding to Bim BH3 peptide | Q07817 | GST-Bcl-xL / FITC-Bim BH3 peptide fluorescence polarization | inhibition, % at 10.9 µM | actives 0.7% (n = 320,000);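 active means inhibition above the mean of all tested compounds plus 3 SD, cutoff set per campaign, cut at about 30% in these data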;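 further: 0% = DMSO wells and 100% = unlabeled Bim-BH3 peptide competitor; inhibitors lower millipolarization by displacing the labeled peptide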
# Efflux pump mplx = inhibitors of Candida antifungal efflux pumps expressed in yeast; S. cerevisiae Candida pump triplex, Nile Red efflux; inhibition, % at 10 µM; actives 0.44% (n = 330,000);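 active means plate passing quality check with inhibition over a set limit, or well fluorescence over plate mean plus 4 SD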;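 further: Nile Red retained in pooled yeast measured as flow cytometry median fluorescence; 0% = buffer negative control and 100% = Enniatin B positive control; higher means more Nile Red kept so more efflux inhibition; some compounds called inactive have numbers as strong as hits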
# MEX-5 binding = C. elegans MEX-5 TCR-2 RNA binding activity. Q9XUB2. MEX-5/FITC-TCR2 RNA binding, fluorescence polarization; hits give low values. activity score (negative = inhibition of binding), % at 10 µM. actives 0.38% (n = 300,000). AID 1832;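 active means inhibition past about -25% in most replicates, and total fluorescence under double the plate's negative control median, limit read from the data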;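 further: 0% = DMSO and -100% = 5 µM competing unlabeled TCR2 RNA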
# The depositor's hits bear a star; nt = no result given. This is a subset (hit frequency here may not be typical).
smiles,VLA-4 inh,GRK2 aptamer HTS,GLD-1 RNA inh,Fam108B inh,MCL1-BIM inh,PME-1 primary,Bcl-xL primary,Efflux pump mplx,MEX-5 binding
CCOc1ccc(C(=O)NCC(=O)NCC(c2ccccc2OC)N2CCCC2)cc1 (stereo unspecified),1,0,5,2,6,-5,1,0.1,5.6
CC(NC(=O)C1CCCC1)c1ccc(Br)cc1 (stereo unspecified),6,1,8,0,-3,-2,8,0.0,2.3
O=C(NNC(=S)Nc1ccccc1C(F)(F)F)C1CC1,5,0,-2,3,6,-2,1,0.0,1.5
O=C1c2cccc3c([N+](=O)[O-])ccc(c23)C(=O)N1O,-160,56*,15,4,48*,0,57*,4.1*,-13
Cc1ccc(CCNC(=O)CNC(=S)N(Cc2ccccc2)Cc2cccnc2)cc1,2,0,-3,0,8,7,7,0.5,1.6
Cc1ccc2c3c([nH]c2c1C)-c1nonc1CC3,5,1,0,-1,-1,10,5,0.0,0.6
O=C(NCCCN1CCCC1)C1CCC(=O)N1C1CCCCC1 (stereo unspecified),9,2,3,3,10,1,-3,0.1,1.9
O=c1cc(-c2ccc(O)c(O)c2)oc2cc(O)cc(O)c12,9,2,5,8,38,-17,13,-0.1,-33*
NC(=O)NC(CC(=O)NCCc1ccc(S(N)(=O)=O)cc1)c1ccccc1Cl (stereo unspecified),-2,0,5,4,8,3,1,-0.1,1.9
CCOC(=O)C(C)Oc1cccc2c(=O)n(CC(=O)NCCc3ccccc3)ccc12 (stereo unspecified),3,0,-6,2,-5,-1,1,0.2,-2.3
COc1ccc(OC)c(S(=O)(=O)Nc2cc3c4c(c2)CCC(=O)N4CCC3)c1,-2,1,5,0,9,5,4,-0.2,0.9
Cc1nc(C)n(C(C)CNS(=O)(=O)c2ccc(C)c(C)c2)n1 (stereo unspecified),-1,0,5,10,3,6,5,0.1,-0.4
COc1ccccc1N(Cc1cc(=O)[nH]c2ccccc12)C(=O)C(C)C,12,1,10,1,13,-2,10,-0.3,1.2
Cc1cccc(N(Cc2ccccc2)C(=O)c2ccc(F)c(S(=O)(=O)N3CCOCC3)c2)c1,-1,0,-2,4,-5,7,1,0.0,1.2
COc1ccc(-c2csc(Nc3ccc(S(=O)(=O)Nc4cc(C)on4)cc3)n2)cc1C,13,4,11,-1,-4,8,4,0.0,0.8
O=C(N/N=C/C1=Cc2ccccc2OC1)c1ccncc1,16,2,9,-4,0,-2,4,-0.1,-1.2
O=C(CSc1nnc(CNC(=O)c2cccs2)o1)Nc1ccccc1,-13,0,0,-3,3,-2,1,-0.2,3.4
O=C(CN1C(=O)CCSc2ccccc21)NC1CCCCC1,4,1,7,-3,3,-1,0,0.0,4.7
CCCS(=O)(=O)N1CCCC(C(=O)NCCCN(C)c2ccccc2)C1 (stereo unspecified),13,4,1,1,-1,-4,6,0.0,1.3
C[N+]1(CC(=O)OCCCc2ccccc2)CCCCC1,7,0,9,1,-19,-5,-11,0.0,-2.4
COc1ccccc1C(=O)Nc1ccnn1C1CCN(Cc2ccc3nonc3c2)CC1,8,2,-1,1,0,-2,1,0.1,0.1
CC(Sc1nncs1)C(=O)Nc1ccc2c(c1)OCO2 (stereo unspecified),-2,3,-8,-1,7,1,2,-0.1,1.7
CCOC(=O)Cn1cnc2sc3c(c2c1=O)CCC3,6,0,-7,2,15,4,6,0.2,-3.4
c1ccc(-[n+]2nc(Nc3cccc4ccccc34)sc2-c2c3ccccc3cc3ccccc23)cc1,2,5,12,0,16,6,20,-0.2,nt
CC(=O)c1ccc(OCCCC(=O)Nc2ccc3c(c2)OCCO3)cc1,1,0,4,nt,0,8,0,0.1,nt
O=C(Nc1ccccc1)N1CCCN(c2c(Cl)cncc2Cl)CC1,1,0,-3,0,4,-6,1,0.0,-1.4
O=C(O)COc1ccccc1/C=N/NC(=O)c1ccc(F)cc1,-6,0,-3,1,8,4,5,0.1,-1.5
O=C(c1c(F)cccc1F)N1CCN(c2ccccc2F)CC1,37,0,-2,-5,-3,1,5,0.0,0.3
OC(COc1ccccc1)CN1CCCC1 (stereo unspecified),-4,1,5,3,6,4,8,0.0,-0.6
[O-][N+]12CCN(CC1)c1ccccc12,-3,0,-7,-4,-6,-1,-6,0.1,-1.0
OCCCNC(=S)Nc1ccc2nc(-c3ccccn3)c(-c3ccccn3)nc2c1,0,4,30,-3,43*,-4,46*,0.2,-7.1
CCN(c1ccccc1)S(=O)(=O)c1ccc(OC)c(NC(=O)c2ccc(=O)[nH]c2)c1,-8,0,1,nt,nt,nt,nt,-0.1,nt
O=C(OCC(=O)N1CCOCC1)c1ccc(F)cc1Cl,-2,0,-2,0,-6,-1,-3,0.3,-0.4
O=C(NCSc1ccnc(SCNC(=O)c2ccccc2)n1)c1ccccc1,1,0,0,1,6,3,5,0.1,-2.2
Cc1ccccc1OCC(=O)NCCc1nc2ccccc2[nH]1,32,nt,4,-1,5,-3,2,15*,1.2
COc1ccc(N2C(=S)N=C(Nc3ccccc3)C23CCCCC3)cc1,4,1,5,-1,1,-7,4,-0.1,-0.9
NNC(=O)c1c(O)c2cccc3c2n(c1=O)CCC3,-7,0,0,2,-7,-5,-11,-0.2,-2.4
O=C(Nc1ccc(F)cc1)Oc1ccc[nH]c1=O,13,2,-5,-4,14,-5,3,0.1,-2.3
C/C(=N/Nc1ccc(C(=O)O)cc1)c1ccc(O)c(O)c1O,nt,9,-2,-2,-3,-13,15,-0.1,-41*
CCOc1ccc(Oc2nc(Nc3ccc(C)cc3)nc(N(C)C)n2)nn1,3,2,-1,1,-6,-2,-5,0.0,-2.4
Cn1cc([N+](=O)[O-])c(C(=O)N/N=C/c2ccc3c(c2)OCO3)n1,2,3,-9,2,4,-4,0,-0.1,-1.1
O=C(OCCNc1ccc(C(F)(F)F)cc1[N+](=O)[O-])c1cc2ccccc2oc1=O,-4,10,-6,4,5,-3,5,-0.1,0.3
Cc1ccc(S(=O)(=O)Nc2ccc(C(=O)NCc3ccccn3)cc2)cc1,10,0,-2,1,5,3,4,-0.2,-3.0
COc1ccc(OC)c(-c2nn(-c3ccccc3)cc2C(=O)NCC2CCCO2)c1 (stereo unspecified),-4,4,2,1,6,3,6,-2.8,1.6
CC(=O)OC(c1nc2ccccc2c(=O)n1C1CC2(OC1=O)c1ccccc1N1C(=O)C(C)(C)N(O)C12)C(C)C (stereo unspecified),9,2,-5,0,10,6,3,0.2,2.4
OC[C@@H](O)[C@@H](O[C@H]1O[C@H](CO)[C@@H](O)[C@H](O)[C@H]1O)[C@H](O)[C@@H](O)CO,22,5,6,4,-2,2,5,0.0,1.0
CC(=O)C(CC(=O)N1CCCC1)C(=O)Nc1ccc(Cl)cc1 (stereo unspecified),-8,1,-2,nt,nt,nt,nt,-0.2,nt
Cc1sc2ncnc(Nc3ccc(N4CCOCC4)cc3)c2c1-c1ccccc1,-6,0,3,0,-4,0,2,0.3,-0.1
Cc1ccccc1C(=O)Nc1sc2c(c1C(=O)O)CCC2,4,17,1,4,5,-11,3,0.3,-0.1
CS/C(=N\S(=O)(=O)c1cccs1)Nc1ccc(F)c(Cl)c1,17,0,-2,2,7,0,3,0.1,2.2
Cc1ccc(NC(=O)CNC(=O)c2sc3ccccc3c2Cl)nc1,12,3,-7,-3,3,-7,1,0.0,-2.2
O=C(CSc1n[nH]c(=O)[nH]c1=O)NC1CCCCC1,6,1,-5,5,1,3,3,-0.1,0.5
Cc1ccc(NC(=O)CS(=O)(=O)c2c[nH]c3ccccc23)c(C)c1,-2,12,5,1,3,0,3,0.0,-0.9
CC(=O)n1cc([C@@H]2C=C(C(=O)Nc3ccccc3)O[C@H](OCc3ccc(CO)cc3)C2)c2ccccc21,4,64*,0,-13,1,-12,1,0.2,11
CC(/C=N/O)Cc1ccc2c(c1)OCO2 (stereo unspecified),21,2,-5,1,-2,0,1,0.0,-2.4
Cc1nnc(SC(C)C(=O)Nc2ccc3ccccc3c2)[nH]c1=O (stereo unspecified),12,1,-4,0,3,3,2,-0.1,4.1
COc1ccc(OC)c(NS(=O)(=O)c2ccc(Br)s2)c1,-13,0,4,1,-6,5,-2,-0.1,0.0
CC(Sc1nnc(N)s1)c1ccccc1Cl (stereo unspecified),3,1,10,4,6,1,2,0.1,-1.7
COc1ccc(NC(=O)CN(C)C(=O)Cn2cnc3c2c(=O)n(C)c(=O)n3C)cc1,25,0,3,-1,-1,-5,-2,0.1,2.2
COc1cc2c(cc1OC)C(=O)CC(C)S2 (stereo unspecified),-14,1,6,2,3,-11,-2,0.1,1.6

# More results follow:
smiles,VLA-4 inh,GRK2 aptamer HTS,GLD-1 RNA inh,Fam108B inh,MCL1-BIM inh,PME-1 primary,Bcl-xL primary,Efflux pump mplx,MEX-5 binding
Cc1ccc(SCc2cc(-c3ccc(Cl)cc3)on2)cc1,5,0,-3,-6,5,-7,-2,0.0,1.3
C=CCOCCN(C)C1=NS(=O)(=O)c2cc([N+](=O)[O-])ccc21,17,0,1,2,3,-4,-1,-0.2,0.5
COc1ccccc1CN1CC(C(=O)NCCC2=CCCCC2)CCC1=O (stereo unspecified),-124,0,-1,0,-1,13,4,0.0,-3.7
O=C(c1cccnc1)N1CCN(Cc2ccc3c(c2)OCO3)CC1,15,0,-3,0,-3,-6,-3,-0.1,-0.1
Cc1ccc(S(=O)(=O)NC2(C(F)(F)F)NC(=O)N(C)C2=O)cc1 (stereo unspecified),3,2,-2,-2,2,2,2,0.0,0.7
CC1CCN(CC(=O)Nc2nc(-c3ccccc3)cs2)CC1,1,9,8,-4,10,1,10,0.2,3.1
Cc1ccc(S(=O)(=O)N2CCN(C(C)C(=O)Nc3ccccc3-c3ccccc3)CC2)cc1 (stereo unspecified),4,8,-1,-3,11,4,3,0.1,3.5
Nn1cc(-c2ccccc2)nc1SCC(=O)N1CCN(S(=O)(=O)c2ccc3ccccc3c2)CC1,-4,0,7,-2,-1,3,-4,0.0,3.0
COc1ccc(-c2nc(C#N)c(NC(C)c3ccccc3)o2)cc1OC (stereo unspecified),11,1,-4,0,-3,7,5,0.1,-0.2
CCCCN1C(=O)c2ccc(C(=O)N(C)CC(=O)Nc3ccc(OCC)c(OCC)c3)cc2C1=O,2,0,-8,nt,nt,nt,nt,0.3,nt
O=C(O)Cn1cc(CN2CCOCC2)c2ccccc21,3,0,-2,-7,-3,1,3,0.1,-2.1
COc1ccc2[nH]cc(CCNC(=O)Cc3ccc(F)cc3)c2c1,3,1,-3,-1,4,3,8,-0.3,-0.5
CC(C)(C)NC(=O)C(c1ccccn1)N(C(=O)c1csnn1)C1CCCCC1 (stereo unspecified),-6,0,-11,-3,-4,-4,3,0.1,-2.1
COCC(C)n1c(C)cc(C(=O)COC(=O)c2c(C)nn(-c3ccccc3)c2C)c1C (stereo unspecified),7,0,-2,1,-6,0,3,0.1,-2.9
Cn1ccc(-c2ccccc2)c(C#N)c1=O,0,3,10,0,0,-1,-5,-0.1,1.6
CCCCNC(=O)Cn1cnc2c(cnn2-c2ccc(C)cc2)c1=O,18,0,0,0,3,-3,2,0.0,1.1

# Screening data: PubChem, several laboratories
